# NR5A2 inv ag – inverse agonists of human LRH-1 (NR5A2) | HEK293T StAR-luciferase reporter, LRH-1 transfected, 24 h | inhibition, % at 3.6 µM | 360,000 compounds, 0.13% hits;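 active = inhibition above the mean inhibition of all tested compounds plus 3 SD, cut at about 73% in these data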;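 also: 0% = DMSO wells and 100% = reporter-only cells lacking LRH-1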
# SRC1 inh – inhibitors of human steroid receptor coactivator 1 (SRC1) | HEK293 GAL4-SRC1 luciferase reporter, luminescence | inhibition, % at 3.6 µM | 360,000 compounds, 0.12% hits | AID 588354;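 active = inhibition above the campaign mean plus 3 SD, with each screening campaign given its own cutoff, cut at about 60% in these data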;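 also: 0% = DMSO treated cells and 100% = gossypol at 36 µM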
# KKLEB tox – reduces viability of KKLEB cystic fibrosis airway cells; activity change (cytotoxicity), % at 5 µM; 360,000 compounds, 0.36% hits; KKLEB CF airway cells viability, ATPlite luminescence, overnight; hits give low values; cells stimulated with P. aeruginosa culture filtrate;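 active = corrected activity change at or below -50% at 5 µM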
# SRC3 inh – inhibitors of human steroid receptor coactivator 3 (SRC3) | AID 588352 | 360,000 compounds, 0.17% hits | Q9Y6Q9 | HEK293 GAL4-SRC3 luciferase reporter, luminescence | inhibition, % at 3.6 µM;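 active = inhibition above a per-campaign cutoff, the mean of all compounds plus 3 SD, cut at about 60% in these data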;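 also: 0% = DMSO-treated cells and 100% = gossypol-treated cells at 36 µM; higher means less SRC3-driven luciferase light from the GAL4 reporter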
# TROY signal inh – blocks TROY-dependent signaling in reporter cells. Q293 LMP1-TROYcd NF-kB luciferase reporter, 4 h. inhibition, % at 10 µM. 360,000 compounds, 0.98% hits. AID 1347056;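 active = compounds whose plate-normalised and pattern-corrected inhibition of the luciferase reporter signal at the single screening dose is 50% or more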
# NR2F2 inh – blocks human COUP-TFII nuclear receptor; HEK293T NGFI-A luciferase reporter, luminescence; P24468; inhibition, % at 8.6 µM; 370,000 compounds, 0.7% hits;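 active = inhibition above a per-plate cutoff, mean inhibition of test wells between control levels plus 3 SD, cut at about 38% in these data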;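 also: cells cotransfected with COUP-TFII expression vector driving the NGFI-A reporter; 0% = median of COUP-TF2 test wells and 100% = reporter-only cells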
# TWEAK Fn14 block – TWEAK-Fn14 signaling inhibition | 360,000 compounds, 2% hits | AID 1159606 | TWEAK-stimulated Fn14 reporter cells, luciferase luminescence, 8 h | inhibition, % at 10 µM; in the data active = inhibition above about 50%
# NCOA2 inhibitor – inhibits human steroid receptor coactivator 2; HEK293 GAL4-SRC2 luciferase reporter, luminescence; inhibition, % at 9 µM; 370,000 compounds, 0.17% hits;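 active = inhibition above the mean inhibition of all tested compounds plus 3 SD, set per campaign, cut at about 52% in these data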;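 also: 0% = DMSO treated cells and 100% = cells given Gossypol at 36 µM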
# Target sequence (Q15596 whole entry, looked up, the tested form may be a part): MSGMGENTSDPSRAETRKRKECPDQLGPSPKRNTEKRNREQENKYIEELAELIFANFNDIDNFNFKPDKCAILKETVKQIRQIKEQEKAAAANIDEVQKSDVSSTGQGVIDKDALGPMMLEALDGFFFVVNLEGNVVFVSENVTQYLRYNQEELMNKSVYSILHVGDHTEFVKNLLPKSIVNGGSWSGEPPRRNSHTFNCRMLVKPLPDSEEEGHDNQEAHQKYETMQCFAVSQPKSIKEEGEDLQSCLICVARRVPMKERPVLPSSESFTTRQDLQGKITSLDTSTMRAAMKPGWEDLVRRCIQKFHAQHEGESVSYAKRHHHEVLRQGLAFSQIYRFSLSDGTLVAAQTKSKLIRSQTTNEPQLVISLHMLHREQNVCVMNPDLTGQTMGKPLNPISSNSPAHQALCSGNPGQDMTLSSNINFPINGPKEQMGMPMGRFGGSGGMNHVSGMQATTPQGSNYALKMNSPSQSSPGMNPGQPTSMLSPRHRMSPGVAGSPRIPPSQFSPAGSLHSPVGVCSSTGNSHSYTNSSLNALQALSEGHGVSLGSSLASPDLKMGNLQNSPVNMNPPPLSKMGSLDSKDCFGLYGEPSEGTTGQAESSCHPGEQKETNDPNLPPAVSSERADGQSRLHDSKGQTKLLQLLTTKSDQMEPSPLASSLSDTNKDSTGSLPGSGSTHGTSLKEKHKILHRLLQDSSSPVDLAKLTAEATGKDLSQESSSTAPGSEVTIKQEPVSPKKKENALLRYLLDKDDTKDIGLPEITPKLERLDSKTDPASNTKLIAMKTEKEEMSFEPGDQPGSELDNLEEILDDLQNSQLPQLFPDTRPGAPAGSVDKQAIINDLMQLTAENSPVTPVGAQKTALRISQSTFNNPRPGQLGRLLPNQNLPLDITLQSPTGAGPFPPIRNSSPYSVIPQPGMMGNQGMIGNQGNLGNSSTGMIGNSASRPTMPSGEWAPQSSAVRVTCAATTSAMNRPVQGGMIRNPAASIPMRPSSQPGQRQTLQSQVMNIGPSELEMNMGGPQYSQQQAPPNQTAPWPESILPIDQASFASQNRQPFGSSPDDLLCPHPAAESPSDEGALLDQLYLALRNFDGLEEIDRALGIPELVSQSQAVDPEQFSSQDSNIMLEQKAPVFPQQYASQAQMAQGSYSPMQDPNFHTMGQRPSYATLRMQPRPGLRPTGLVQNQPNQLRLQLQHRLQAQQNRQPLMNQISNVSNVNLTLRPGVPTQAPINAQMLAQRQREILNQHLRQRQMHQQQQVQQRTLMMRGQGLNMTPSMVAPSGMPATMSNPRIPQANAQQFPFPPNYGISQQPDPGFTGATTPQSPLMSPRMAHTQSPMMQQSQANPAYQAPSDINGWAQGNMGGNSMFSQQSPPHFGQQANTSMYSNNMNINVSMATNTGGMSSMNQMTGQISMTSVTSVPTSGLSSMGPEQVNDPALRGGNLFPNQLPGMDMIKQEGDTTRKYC
# LMP1 NFkB inh – reduces LMP1-driven NF-kappaB luciferase signal; LMP1-induced NF-kappaB luciferase reporter cells, luminescence; inhibition, % at 12.5 µM; 350,000 compounds, 0.69% hits; AID 504558; in the data active = inhibition above about 41%;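 also: 0% = neutral control wells and 100% = reference inhibitor control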
# TRAIL sens C8 – sensitizes caspase-8 expressing cells to TRAIL; NB7+C8 cells + TRAIL, ATPlite viability luminescence; 360,000 compounds, 1% hits; inhibition (viability loss, TRAIL sensitization), % at 10 µM; AID 624354;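 active = compounds causing at least 50% loss of cell viability in the single-dose screen, relative to plate controls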
# CF NFkB inh – blocks PAF-induced NF-kB reporter in cystic fibrosis cells; 360,000 compounds, 0.86% hits; inhibition, % at 5 µM; KKLEB NF-kB-GFP reporter, GFP fluorescence overnight;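 active = at least 50% inhibition at 5 µM, scaled per plate between neutral and stimulator controls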;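 also: PAF is a Pseudomonas aeruginosa culture filtrate used as stimulus; plate controls were PAF-stimulated DMSO wells for no effect and unstimulated DMSO wells for full effect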
# The depositor's hits bear a star; x = no result given. Rows are unselected. About 4.2% of those tested had a hit in this group.
# Start of the listing, in advance, 7 compounds:
item	canonical_smiles	NR5A2 inv ag	SRC1 inh	KKLEB tox	SRC3 inh	TROY signal inh	NR2F2 inh	TWEAK Fn14 block	NCOA2 inhibitor	LMP1 NFkB inh	TRAIL sens C8	CF NFkB inh
1	CN(c1ccccc1C(=O)NC1CCCCC1)S(=O)(=O)c1ccccc1	15	-8	-4	12	-1	-30	11	21	-4	-1	15
2	CSCCC(NC(=O)c1cc(C)oc1C)C(=O)O (configuration not stated)	-2	-1	-2	10	7	-3	2	11	5	-10	-5
3	Fc1ccc(NC(=S)Nc2ccccc2OC(F)F)cc1Cl	13	-4	-4	15	2	-2	-2	7	18	8	16
4	COc1cccc(CNc2ncc(Br)cc2Br)c1O	-55	-85	4	-26	-13	-15	-31	-65	-8	-6	-9
5	CCC(C)N1C(=O)CCC1C(=O)NCc1ccc2c(c1)OCO2 (configuration not stated)	-2	-13	-12	20	0	-12	11	16	2	12	5
6	O=C(O)c1ccc(-c2ccc(/C=c3/sc4nc5ccccc5n4c3=O)o2)cc1Cl	15	-9	-2	-20	-5	-24	3	-12	4	6	-70
7	Cc1nnc2ccc(-c3cccc(NC(=O)Cc4cccs4)c3)nn12	20	-15	11	-15	15	-18	4	6	14	-1	-30

# Main list (from the top)
item	canonical_smiles	NR5A2 inv ag	SRC1 inh	KKLEB tox	SRC3 inh	TROY signal inh	NR2F2 inh	TWEAK Fn14 block	NCOA2 inhibitor	LMP1 NFkB inh	TRAIL sens C8	CF NFkB inh
1	CN(c1ccccc1C(=O)NC1CCCCC1)S(=O)(=O)c1ccccc1	15	-8	-4	12	-1	-30	11	21	-4	-1	15
2	CSCCC(NC(=O)c1cc(C)oc1C)C(=O)O (configuration not stated)	-2	-1	-2	10	7	-3	2	11	5	-10	-5
3	Fc1ccc(NC(=S)Nc2ccccc2OC(F)F)cc1Cl	13	-4	-4	15	2	-2	-2	7	18	8	16
4	COc1cccc(CNc2ncc(Br)cc2Br)c1O	-55	-85	4	-26	-13	-15	-31	-65	-8	-6	-9
5	CCC(C)N1C(=O)CCC1C(=O)NCc1ccc2c(c1)OCO2 (configuration not stated)	-2	-13	-12	20	0	-12	11	16	2	12	5
6	O=C(O)c1ccc(-c2ccc(/C=c3/sc4nc5ccccc5n4c3=O)o2)cc1Cl	15	-9	-2	-20	-5	-24	3	-12	4	6	-70
7	Cc1nnc2ccc(-c3cccc(NC(=O)Cc4cccs4)c3)nn12	20	-15	11	-15	15	-18	4	6	14	-1	-30
8	C/C(=N\NC(=O)c1cccc(S(=O)(=O)N2CCOCC2)c1)c1ccc(C)cc1	14	-3	-12	-1	10	-16	9	2	2	-7	-16
9	CN(C)c1ccc(/C=N/n2c(COc3ccccc3)n[nH]c2=S)cc1	19	14	-4	3	-8	-21	22	8	-6	24	-13
10	O=C(Nc1ccc([N+](=O)[O-])cc1)Nc1ccon1	23	-12	-20	12	5	-45	8	7	3	13	41
11	COc1ccccc1C(=O)NCCC(=O)N1CCN(c2ccccc2Cl)CC1	-13	-6	0	24	-10	-6	-8	3	4	-1	19
12	CCOc1ccc(N2C(=O)Nc3ccccc3C2(O)C(=O)NCc2ccco2)cc1 (configuration not stated)	15	16	5	8	7	16	45	15	1	1	-13
13	O=C1c2ccccc2C(=O)N1CCCP(=O)(O)CCc1ccccc1	-5	-15	6	0	3	3	3	13	7	13	-9
14	Cc1ccc(C)c(N2CCN(C(=O)CN(C)S(=O)(=O)c3ccc4c(c3)CCC(=O)N4)CC2)c1	-25	-3	6	-18	2	11	2	-6	-7	-12	22
15	O=C(Nc1ccncc1)C1(c2ccccc2)CCCC1	-11	-11	8	14	0	8	3	-1	-2	3	-1
16	COc1cc(OC)cc(C(C(=O)NC2CCCCC2)N(C(=O)c2ccno2)c2ccccc2)c1 (configuration not stated)	-2	-13	0	3	10	-11	3	-3	1	-14	-5
17	Cc1cc(/C=C2/NC(=O)NC2=O)c(C)n1-c1ccc(N2CCOCC2)cc1	19	3	15	-3	-20	0	-29	-7	-2	-1	-14
18	Cc1cc(C)c(C)c(S(=O)(=O)N2CCN(Cc3nc4ccccc4[nH]3)CC2)c1C	31	-72	-1	21	9	-2	7	3	0	-7	-3
19	Cc1cc(C)c(S(=O)(=O)N2CCN(c3ccccc3)CC2)c(C)c1	-1	-19	2	7	-3	-14	-24	-24	10	3	11
20	Cc1cccc(-n2ncc3c(N)ncnc32)c1	-18	-7	5	-24	-57	-18	-7	-17	-3	2	6
21	CS(=O)(=O)N(CC(=O)N1CCc2ccccc2C1)c1cccc([N+](=O)[O-])c1	0	6	4	-3	1	17	-4	11	-6	-1	23
22	O=C(c1ccc(OC2CCN(CCc3ccccc3)CC2)cc1)N1CCCC(CCCO)C1 (configuration not stated)	10	7	-7	0	-31	8	-13	-3	4	12	-4
23	O=C(/C=C/c1ccccc1Cl)NNC(=O)c1ccncc1	7	0	6	-4	4	3	5	-1	0	-1	-2
24	CC1(C)CC(=O)C/C(=N/NC(=O)C2CCN(S(=O)(=O)c3cccs3)CC2)C1	11	-2	2	22	3	-2	-4	-15	-12	-3	12
25	C=CCNc1nc(C(=O)OCC(=O)N(Cc2ccccc2)C(C)C)cs1	-13	-3	21	20	-12	-12	-4	15	1	6	26
26	Cc1cc(C)c2nc(/N=C(\N)NC(=O)c3ccccc3)nc(C)c2c1	13	14	-5	16	-9	-7	-8	-27	9	-3	9
27	COC(CN(C)C(=O)C1CCC(CNS(=O)(=O)c2ccccc2)CC1)OC (configuration not stated)	7	-8	16	-3	-2	24	-6	8	0	-1	-9
28	O=C(Cc1ccc(-c2ccccc2)cc1)NCc1ccccc1	41	-1	-12	-21	11	-71	28	23	3	5	36
29	CCc1nn2c(=O)c(S(=O)(=O)Nc3ccccc3)c(C)nc2s1	16	-2	-1	3	7	4	20	-5	1	11	0
30	CC(=O)N[C@H]1[C@H]([C@H](O)[C@H](O)CO)OC(C(=O)O)=C[C@@H]1O	-4	8	38	-5	-4	18	-16	-4	-3	4	14

# Whole records as entered above. Screens in order: NR5A2 inv ag | SRC1 inh | KKLEB tox | SRC3 inh | TROY signal inh | NR2F2 inh | TWEAK Fn14 block | NCOA2 inhibitor | LMP1 NFkB inh | TRAIL sens C8 | CF NFkB inh
# Record of `CCOc1ccc(N2C(=O)Nc3ccccc3C2(O)C(=O)NCc2ccco2)cc1` (configuration not stated) : 15 | 16 | 5 | 8 | 7 | 16 | 45 | 15 | 1 | 1 | -13
# Record of `CSCCC(NC(=O)c1cc(C)oc1C)C(=O)O` (configuration not stated) : -2 | -1 | -2 | 10 | 7 | -3 | 2 | 11 | 5 | -10 | -5

# Other compounds.
item	canonical_smiles	NR5A2 inv ag	SRC1 inh	KKLEB tox	SRC3 inh	TROY signal inh	NR2F2 inh	TWEAK Fn14 block	NCOA2 inhibitor	LMP1 NFkB inh	TRAIL sens C8	CF NFkB inh
31	C/C(=N\NC(=O)C(C)Nc1cccc(Cl)c1)c1ccc([N+](=O)[O-])cc1 (configuration not stated)	-9	-17	-1	8	11	-4	17	-10	-6	1	15
32	O=C(Oc1ccc2cc(Br)ccc2c1)c1cccnc1	-11	-1	-20	-2	-42	-8	4	-17	5	5	24
33	CCc1ccc2nc(SCC(=O)NCC3CCCO3)c(C#N)cc2c1 (configuration not stated)	0	-29	-8	-30	-11	-20	-11	-29	-29	-17	6
34	Cc1ccc(CNC(=O)C2CCCN(Cc3cnn(-c4ccccc4)c3-n3cccc3)C2)cc1 (configuration not stated)	13	-14	0	13	-22	-9	17	5	3	24	-1
35	COc1ccc(C(=O)C[n+]2cn(C(F)F)c3ccccc32)c(F)c1	-142	-30	2	-23	-12	-43	19	-18	5	1	-3
36	Cc1ccccc1N1C(=O)[C@@H]2Cc3ccccc3CN2C1=O	6	1	-4	13	-8	-6	-7	-6	0	4	-4
37	N#Cc1ccc(-c2cccnc2)nc1SCc1ccc(Cl)c(Cl)c1	-12	-3	10	12	7	19	-13	-5	-7	7	4
38	Cc1cccc(C)c1NC(=O)N1CCC(n2c(=O)[nH]c3ccccc32)CC1	-17	-5	5	10	3	-6	9	9	7	2	11
39	O=C(NCc1ccc2c(c1)OCO2)c1cccnc1	4	-17	5	-1	-4	-11	-12	-11	3	-14	13
40	NC(=O)c1ccc(NC(=O)c2ccc(COc3ccccc3Br)cc2)cc1	-31	-13	4	3	-41	-5	-15	-29	-11	-17	-24
41	CCN(CC)CCNC(=S)N1CCn2c(nc3ccccc32)C1	15	-3	0	11	-2	-16	0	-42	3	6	-4
42	COc1ccc(-c2cc(C(=O)N3CCN(C(=O)c4ccco4)CC3)[nH]n2)cc1	-11	-8	12	-8	-5	17	-25	-21	-7	-18	4
43	COC(=O)COc1cccc(NC(=O)c2cccc(C)c2)c1	11	-22	6	1	-14	-11	-8	-9	5	-2	10
44	Cc1cc(F)c(F)cc1C(=O)N1CCCC1	23	11	2	19	14	-11	7	-15	-3	1	-2
45	CC(C)(C)NC(=S)NCc1cccnc1	-10	-19	4	15	-11	13	8	-4	-3	12	-4
46	COc1ccc(C(=O)O/N=C(\N)c2ccc(OC)c(OC)c2)c(OC)c1	-56	-69	11	-71	-41	x	-6	x	-13	17	-9
47	CC1CCCc2sc3nc(NCc4ccco4)n4ncnc4c3c21 (configuration not stated)	-11	-19	-13	2	25	-14	-2	-15	4	19	23
48	Cc1ccc(S(=O)(=O)N(C)C[C@@H]2OCc3cn(nn3)CCCC(=O)N([C@H](C)CO)C[C@H]2C)cc1	-13	-2	8	8	-6	6	-6	-4	x	-11	-13
49	CCc1nnc(NC(=O)c2ccc3nc(CC)c(CC)nc3c2)s1	-10	8	1	-30	-35	-11	-23	2	-10	-1	4
50	O=C(N/N=C/c1ccc[nH]1)c1cc2ccccc2cc1O	1	-15	2	-21	6	-9	17	-10	-4	36	10
51	Cc1ccc(Cl)cc1N1CCN(S(=O)(=O)c2ccc3c(c2)OCCO3)CC1	18	-17	-5	-10	-7	-1	-6	-11	-2	-10	5
52	O=C(Nc1cccnc1)Nc1ccc(F)c(Cl)c1	-6	-20	-4	-2	-27	-7	3	6	6	0	37
53	COc1ccc(S(=O)(=O)n2cnc3ccccc32)cc1	30	-4	7	-6	-12	3	-10	23	12	6	14
54	Cc1cc(OCC(=O)Nc2ccc3oc(-c4ccncc4)nc3c2)ccc1Cl	2	-12	11	6	17	3	10	-4	7	-5	-1
55	Cc1ccc(C)c(-c2nnc(NC(=O)Cc3ccccc3)o2)c1	-14	3	2	-13	-1	3	13	-2	9	9	-11
56	Cc1ccc2c(c1)N(C(=O)CCC(=O)NCCCN(C)Cc1ccccc1)CCO2	6	-12	18	11	0	-5	-10	6	-1	-5	-19

# Screens as filed in PubChem BioAssay.
